Compound activity from PubChem.
TDP1 cell noCPT: qHTS for Inhibitors of human tyrosyl-DNA phosphodiesterase 1 (TDP1): qHTS in cells in absence of CPT. Potency, µM (titrated, usually from 46.2 µM), for inactives: at the highest dose activity change, negative = growth inhibition, actives largely listed as inhibitors. 420,000 tested, 15% active. AID 686978, 2013. DT40 Tdp1-/- hTDP1 cells, no CPT, ATP luminescence, 48 h; further: nearly all actives have a fitted effect of over 55% in size
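Chicken DT40 Tdp1-/- cells complemented with human TDP1, screened without camptothecin (DMSO vehicle only), 400 cells/well. Compounds pin-transferred, cells incubated at 37 °C for at least 48 hr. Growth read as ATP-dependent luminescence (CellTiter-Glo, 30 min at RT).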
N370S GC: N370S glucocerebrosidase modulation, Gaucher chaperone candidate. P04062. N370S GC spleen homogenate, 4MU-glucoside fluorescence. Potency, µM (titrated, usually from 59.4 µM), for the others: top-dose activity change, negative = inhibition, usual class: inhibitors. 330,000 tested, 0.092% active. AID 2101;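 further: 0% = full enzyme activity and -100% = no enzyme basal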
TDP1 inh: TDP1 (human) enzyme inhibition; Q9NUW8; recombinant TDP1, AlphaScreen DNA substrate cleavage; Potency, µM (titrated, usually from 130 µM), for inactives: at the highest dose activity change, negative = inhibition, usual class: inhibitors; 350,000 tested, 0.28% active; further: nearly all actives have a fitted effect of over 40% in size
Target sequence (Q9NUW8 whole entry, looked up): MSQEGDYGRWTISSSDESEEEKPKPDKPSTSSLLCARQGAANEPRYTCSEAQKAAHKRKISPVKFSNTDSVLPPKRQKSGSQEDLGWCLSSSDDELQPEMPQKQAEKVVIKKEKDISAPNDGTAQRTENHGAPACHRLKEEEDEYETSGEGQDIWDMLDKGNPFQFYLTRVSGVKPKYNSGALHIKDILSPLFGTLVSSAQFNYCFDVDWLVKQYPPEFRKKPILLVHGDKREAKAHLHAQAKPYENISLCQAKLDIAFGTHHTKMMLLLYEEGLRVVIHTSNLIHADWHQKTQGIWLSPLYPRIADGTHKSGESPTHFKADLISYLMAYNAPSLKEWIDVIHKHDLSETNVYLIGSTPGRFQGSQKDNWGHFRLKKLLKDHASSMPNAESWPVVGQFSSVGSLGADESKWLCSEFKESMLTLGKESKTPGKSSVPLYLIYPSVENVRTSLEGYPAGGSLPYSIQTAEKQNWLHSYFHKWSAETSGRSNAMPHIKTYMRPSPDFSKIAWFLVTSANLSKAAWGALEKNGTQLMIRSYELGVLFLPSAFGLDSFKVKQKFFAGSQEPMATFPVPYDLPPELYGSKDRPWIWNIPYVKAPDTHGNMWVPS
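Recombinant E. coli-expressed Tdp1 (1 nM) preincubated with compound 15 min at RT, then 5'-biotin/3'-phosphotyrosine-FITC DNA substrate (15 nM) added for 5 min. AlphaScreen beads (10 ug/ml) added, 10 min RT; tyrosine-FITC cleavage read as signal loss.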
An asterisk follows results filed as active; ? = inconclusive; / = not tested or not shown; & = joins results of further samples; [ ] = dose if it differs, or a comment. The call rests on the fitted dose curve; in most records, active means well fitted curve in the direction sought with a large enough effect; inconclusive means small, poorly fitted or top-dose-only effect, or another doubt; inactive means no such curve, though single readings can be large; an effect the other way counts as inactive or inconclusive. Unless noted, on the % scale 0 is the no-effect control and ±100 the full control effect; potency means the concentration at half of the fitted maximal effect.

smiles,TDP1 cell noCPT,N370S GC,TDP1 inh
Cc1ccc(-c2nc(CS(=O)CC(=O)NC(C)CCc3ccccc3)c(C)o2)cc1 (stereo not drawn),-26%,0%,4%
CCCN1CCN(CC(=O)NCC(=O)Nc2cccc(C)c2C)CC1,-24%,2%,-10%
CC(=O)n1cc(N(C(=O)CCl)c2ccc(C)cc2)c2ccccc21,1.6µM*,-27%,4%
Cc1ccc(C(=O)C(C)OC(=O)c2ccc(Cl)nc2)cc1 (stereo not drawn),2%,8%,-11%
CC(C)=C1C2CCC1C1C(=O)N(c3nc(-c4ccc(C(C)C)cc4)c(C)s3)C(=O)C21 (stereo not drawn),-21%,10%,5%
CCOc1ccc(-n2c(=O)c3c(C)c(C)sc3n(CC(=O)Nc3ccc(CC)cc3)c2=O)cc1,-22%,/,-6%
COCCCNC(=O)CN(c1cccc(Cl)c1)S(C)(=O)=O,-8%,10%,-2%
Cc1cccc(C(=O)Nc2cccc(OCc3cc(=O)n4c(C)csc4n3)c2)c1,?,/,4%
CCC(C)(C)C1CCc2[nH]nc(C(=O)NCc3ccc(OC)cc3)c2C1 (stereo not drawn),15µM*,-11%,1%
CCOC(=O)C1(Cc2ccccc2Cl)CCN(C(=O)CCn2ccnc2C)CC1,-18%,4%,-5%
O=c1c2c(-c3ccc([N+](=O)[O-])cc3)csc2nc2n1CCCCC2,?,6%,5%
Cn1c(CSCc2ccc(F)cc2)nnc1SCC(=O)N1CCN(c2ccccc2)CC1,?,7%,6%
COc1ccc(C(=O)NCCN2CCOCC2)cc1S(=O)(=O)Nc1ccc(C)cc1,3%,/,-1%[56.1 µM]
CCN(CC)S(=O)(=O)c1cccc(-c2nnc(SC(C)C(=O)NCCC3=CCCCC3)o2)c1 (stereo not drawn),26µM*,-4%,1%
Nc1c(C(=O)NCc2ccccc2)nnn1Cc1cccc(Br)c1,5.8µM*,/,5%

The closing five entries of the section before are carried over, then new ones follow:
smiles,TDP1 cell noCPT,N370S GC,TDP1 inh
O=c1c2c(-c3ccc([N+](=O)[O-])cc3)csc2nc2n1CCCCC2,?,6%,5%
Cn1c(CSCc2ccc(F)cc2)nnc1SCC(=O)N1CCN(c2ccccc2)CC1,?,7%,6%
COc1ccc(C(=O)NCCN2CCOCC2)cc1S(=O)(=O)Nc1ccc(C)cc1,3%,/,-1%[56.1 µM]
CCN(CC)S(=O)(=O)c1cccc(-c2nnc(SC(C)C(=O)NCCC3=CCCCC3)o2)c1 (stereo not drawn),26µM*,-4%,1%
Nc1c(C(=O)NCc2ccccc2)nnn1Cc1cccc(Br)c1,5.8µM*,/,5%
CN1C=CC(=C2C(=O)c3ccccc3C2=O)C=C1,/,-13%,-6%
O=C1NCCN(Cc2ccc(-c3ccccc3)cc2)C1CC(=O)N1CCN(CCO)CC1 (stereo not drawn),?,-1%,3%
CC1CCCN(c2ccc(C(=O)Nc3ccc4c(c3)OCO4)cc2[N+](=O)[O-])C1 (stereo not drawn),21µM*,28%,8%
CC(NC(=O)OC(C)(C)C)C(=O)NC(CCC(=O)OCc1ccccc1)C(N)=O (stereo not drawn),29µM*,3%,2%
CC(=O)Nc1ccc(S(=O)(=O)NCCC(=O)NNC(=O)c2ccccc2O)cc1,-8%,/,0%
O=C(NCC1COc2ccccc2O1)c1ccc(NC(=O)C2CCCO2)cc1 (stereo not drawn),-11%,-23%,6%
O=C(COC(=O)C1CCCCC1)Nc1ccc(S(=O)(=O)N2CCOCC2)cc1,7%,-5%,-1%
O=C(CN1C(=O)C(=O)N(Cc2ccccc2)C1=O)Nc1cc(Cl)cc(Cl)c1,?,5%,-3%
Cn1cccc1/C=N/NC(=O)c1ccncc1,-1%,3%,5%
N#Cc1ccccc1OCCCN1CCC(Cc2ccccc2)CC1,16µM*,-12%,3%
COc1cccc(-c2noc(C3CCCN(C(=O)Cc4ccccc4)C3)n2)c1 (stereo not drawn),18µM*,12%,2%
CN1CCN(C(=O)/C(=C/c2ccc([N+](=O)[O-])cc2)NC(=O)c2ccccc2)CC1,7%,-10%,/
O=[N+]([O-])c1ccccc1CNC1CCCCCC1,-19%,-28%,1%
CC1(c2nnc(-c3ccccc3)o2)CC(c2cccc(Cl)c2)=NO1 (stereo not drawn),-16%,7%,0%
COc1ccc2[nH]cc(CCNc3cc(-c4ccc5c(c4)OCO5)ncn3)c2c1,21µM*,6%,/

Exported with values under each structure: entries from further up.
The line under a structure holds: TDP1 cell noCPT, N370S GC, TDP1 inh
- CC(=O)Nc1ccc(S(=O)(=O)NCCC(=O)NNC(=O)c2ccccc2O)cc1
 : -8%, /, 0%
- CN1C=CC(=C2C(=O)c3ccccc3C2=O)C=C1
 : /, -13%, -6%
- O=C(CN1C(=O)C(=O)N(Cc2ccccc2)C1=O)Nc1cc(Cl)cc(Cl)c1
 : ?, 5%, -3%
- CC1CCCN(c2ccc(C(=O)Nc3ccc4c(c3)OCO4)cc2[N+](=O)[O-])C1 (stereo not drawn)
 : 21µM*, 28%, 8%

Two entries from above in another layout.
CCN(CC)S(=O)(=O)c1cccc(-c2nnc(SC(C)C(=O)NCCC3=CCCCC3)o2)c1 (stereo not drawn)
  TDP1 cell noCPT: 26µM*
  N370S GC: -4%
  TDP1 inh: 1%

CCC(C)(C)C1CCc2[nH]nc(C(=O)NCc3ccc(OC)cc3)c2C1 (stereo not drawn)
  TDP1 cell noCPT: 15µM*
  N370S GC: -11%
  TDP1 inh: 1%

Going on with the list.
smiles,TDP1 cell noCPT,N370S GC,TDP1 inh
CCN(c1ccccc1)c1nc(C#N)nc(N(CC)c2ccccc2)n1,?,15%,-5%&-6%
CCOc1cc(/C=N/N=C(N)N)ccc1OCc1ccc(Cl)cc1,16µM*,-2%,-3%
COC(=O)c1c(F)c(F)c(NCCO)c(F)c1F,0%,-6%,6%
COc1cc(NC(=O)Cn2cnc3sc(C)c(S(=O)(=O)N4CCC(C)CC4)c3c2=O)cc(OC)c1OC,0%,/,6%
Cc1cn2c(=O)cc(COC(=O)c3cccc(NC(=O)COc4ccccc4)c3)nc2s1,?,/,1%
COc1ccc(OC)c(Cc2nnc(CCC(=O)N3CCCCC3)o2)c1,19%,5%,-3%
O=C1NC(=Nc2ccc(F)cc2)SC1Cc1ccc(F)cc1 (stereo not drawn),?,5%,2%
COc1cccc(NC(=O)c2oc3ccc(S(=O)(=O)N4CCCCCC4)cc3c2C)c1,18µM*,/,3%
CCN(CC)CC(=O)N1CCCC(C(=O)c2ccccc2OC)C1 (stereo not drawn),3%,-3%,-2%
CCCCS(=O)(=O)c1sc2nc(C)cc(C)c2c1N,-22%,8%,7%
Cc1nc(-c2ccccn2)sc1C(=O)Nc1ccc(Cl)c(Cl)c1,15µM*,?,2%
O=P(O)(CCc1ccccn1)CN1CCOCC1,1%,5%,6%
CCOC(=O)CSc1nc2ccccc2c(=O)n1CC(C)C,-26%,18%,/
O=C(NCCCN1CCOCC1)c1sc2cc([N+](=O)[O-])ccc2c1Cl,?,-8%,-5%
CC(C)CNc1nc(N)c([N+](=O)[O-])c(NC2CCCCC2)n1,10%,-7%,/
Cc1c(/C=N/NC(=O)c2cccs2)c2ccccc2n1Cc1ccccc1Cl,21µM*,12%,2%
CC1Cc2cc(/C(O)=C3/C(=O)C(=O)N(Cc4ccco4)C3c3cccs3)ccc2O1 (stereo not drawn),9%,-6%,4%
CCN(Cc1ccccc1)C(=O)CCS(=O)(=O)c1ccc2c(c1)NC(=O)CO2,5%,-5%,1%
Cc1nn(C(=O)c2cccc([N+](=O)[O-])c2C)c(C)c1S(=O)(=O)N1CCOCC1,-15%,/,2%
CCOc1ccc(NC(=O)C(=O)NCCc2csc(-c3ccc(C)cc3)n2)cc1,-18%,/,4%
CC(NC(N)=O)C(=O)Nc1ccc(Cl)c(S(=O)(=O)Nc2ccc(Cl)cc2)c1 (stereo not drawn),-7%,-6%,-1%
CCCn1c2c(c(O)c(C(=O)Nc3ncccc3O)c1=O)CCCC2,-13%,3%,-7%
CCc1ccc(CN(C)C(C)C(=O)NCc2ccccc2)cc1 (stereo not drawn),7.3µM*,-2%,/
Cc1cccc(C)c1NC(=O)CN1CCN(CCCC(c2ccc(F)cc2)c2ccc(F)cc2)CC1,5.8µM*,?,15%[21 µM]
O=C(Cc1n[nH]c(=O)[nH]c1=O)N/N=C/CCc1ccccc1,-8%,-14%,4%
Cc1ccc2cc(CN(Cc3nnnn3C3CCCCC3)CC3CCCO3)c(=O)[nH]c2c1 (stereo not drawn),16µM*,14%,6%
Cc1cc(NC(=O)CSc2nc3ccccc3c(=O)n2-c2ccccc2)no1,-8%,11%,-13%
Cc1cccc(OCCC(=O)Nc2cc(S(=O)(=O)N3CCCCC3)ccc2N2CCOCC2)c1,21µM*,22%,8%
NC(=NCc1ccc(Cl)c(Cl)c1)NC(=O)c1nc(Cl)c(N)nc1N,/,9%,11%[56.1 µM]
COC(=O)c1ccc(Oc2coc3cc(OCc4cnn(-c5ccccc5)c4)ccc3c2=O)cc1,?,19%,2%
CCOC(=O)c1cc(S(=O)(=O)N2CCCC2)cn1C,-22%,4%,3%
Cc1ccccc1Nc1c(-c2ccncc2)nc2ccc(Br)cn12,18µM*,-11%,0%
Cc1ccc(S(=O)(=O)N2CCC(C(=O)OCC(=O)N(CCC#N)c3ccc(F)cc3)CC2)cc1C,0%,1%,0%
CC1CN(C(=O)c2ccc(OC3CCN(Cc4ccccn4)CC3)cc2)CCN1C (stereo not drawn),-5%,0%,3%[56.1 µM]
COc1ccc2[nH]c(=O)c(CN(CCc3ccccc3)C(C)=O)cc2c1,-16%,-10%,0%
CCN(CC)CCNc1c2c(c(C#N)c3nc4ccccc4n13)CCCC2,?,10%,3%
Cc1ccc(S(=O)(=O)N(C)/N=C2/C(=O)N(CC(=O)O)c3ccccc32)cc1,-18%,-5%,/
CNC(=O)c1cc(C)c(-c2ccccc2)s1,21µM*,-16%,0%
O=C(/C=C/c1ccccc1)NC(NC(=S)Nc1cccc(O)c1)C(Cl)(Cl)Cl (stereo not drawn),18µM*,9%,5%
CC(C)CC(NS(=O)(=O)c1ccc2c(c1)oc(=O)n2C)C(=O)NCCc1ccc(Cl)cc1 (stereo not drawn),-4%,/,9%
O=C(NCc1cccc(Cl)c1)c1c2c(nc3ccccc13)C(=O)N(C1CCCCC1)C2,10µM*,/,7%
CCN(CC)CC(=O)Nc1ccc(Oc2ccc(NC(=O)CN(CC)CC)cc2)cc1,-15%,1%,8%
CC1=C(C(=O)Nc2ccccc2)C2(CCCCC2)C(C#N)=C(SCC(N)=O)N1,16µM*,-6%,1%
COc1ccc(CNC(=O)CN2C(=O)c3ccccc3C2=O)cc1,0%,-20%,/
CN1C(=O)C2(c3ccccc31)N(c1ccc(Br)cc1)C(=O)CS2(=O)=O (stereo not drawn),-4%,/,-4%
CCC(C)N(C(=O)CSc1nnc(-c2cccs2)n1C1CC1)C1CCS(=O)(=O)C1 (stereo not drawn),3%,2%,1%
O=C(Cn1cc(C(=O)c2ccco2)c2ccccc21)NC1CCCC1,-13%,26%,1%
O=c1[nH]c(/C=C/c2ccccc2[N+](=O)[O-])nc2ccccc12,-16%,1%,3%
COC(=O)C1=C(C)NC(=O)C1(NS(=O)(=O)c1ccc(C)cc1)C(F)(F)F (stereo not drawn),-7%,-1%,7%
CCOc1ccc(N2C(=O)CS/C2=N/NC(=O)COc2ccc3ccccc3c2)cc1,?,-5%,3%
Cc1cc2nc(C)c(Cl)c(=O)n2[nH]1,-9%,-11%,5%
O=C(CCN=C1NS(=O)(=O)c2ccccc21)OCC(=O)c1ccccc1,-22%,-4%,0%[0.505 µM]
CN(Cc1ccccc1)Cc1nc2c(c(=O)n(C)c(=O)n2C)n1Cc1ccccc1Cl,12µM*,-3%,-1%
O=C(COC(=O)c1ccc2c(c1)S(=O)(=O)N=C1CCCCCN12)NCCc1ccc(F)cc1,19%,-13%,1%
CC1CCCCN1Cc1cnc(Cl)s1 (stereo not drawn),-13%,1%,3%
CCN1C(=O)N(c2ccc(Cl)cc2)C(C)=CC1(C)C,?,-6%,4%
Cc1ccccc1NC1=C/C(=N\S(=O)(=O)c2ccc(C(=O)O)cc2)c2ccccc2C1=O,18µM*,-8%,5%[0.0935 µM]
CC(Sc1nc2ccccc2c(=O)n1C)C(=O)N(C)C1CCCCC1 (stereo not drawn),7.3µM*,-6%,0%
NC(=S)NN=C1c2cc(OCCN3CCOCC3)ccc2-c2ccc(OCCN3CCOCC3)cc21,16µM*,-15%,/
CC(NC(=O)C(=O)NN=C1CCCCCCC1)c1ccccc1 (stereo not drawn),1%,-5%,5%

These rows are one share of the data. The share of hits here may be higher or lower than overall.
